ANO1 block – mouse TMEM16A channel inhibition, primary screen. Q8BHY3. HEK293 TMEM16A/YFP iodide influx fluorescence, ionomycin. normalized B-score (activity score, 25-100; higher = stronger inhibition) at 10 µM. 1.2% of 310,000 active. AID 588511;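 active means ratio plate-corrected score three or more library SD toward inhibition, starting fluorescence score within five deviations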;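 further: score derived from kinetic fluorescence span divided by baseline fluorescence per well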
KCNQ1 block – inhibitors of human KCNQ1 potassium channel; P51787; CHO-K1 KCNQ1, FluxOR thallium flux fluorescence; stronger effect = higher value; B-score at 10 µM; 1.3% of 310,000 active; AID 2642;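 active means compounds whose thallium flux B-score, printed positive for inhibition, exceeds three library SD while starting fluorescence stays within three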;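 further: channel opened by potassium depolarization with thallium stimulus after 20 min compound exposure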
KCNQ1 act – potentiates or activates the human KCNQ1 potassium channel; P51787; 0.35% of 310,000 active; CHO-K1 KCNQ1, thallium flux FluxOR fluorescence; stronger effect = higher value; B-score at 10 µM;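 active means fluorescence ratio B-score, a plate-corrected score, at least three library SD, with initial intensity B-score within 5 SD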
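Test system: CHO-K1 cells stably expressing KCNQ1 / Medium: assay buffer / Also added: depolarizing K+/Tl+ stimulus, K2SO4 and Tl2SO4 each 12.5 mM in 5x stock / Incubation: 90 min dye loading and 20 min compound exposure, both at room temperature / Signal: thallium influx via FluxOR fluorescence, kinetic imaging / Evaluation: B score of baseline-normalized fluorescence ratio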
RGS4 block – human RGS4 inhibition; P49798; HEK293 M3R/RGS4 inducible, Fluo-4 calcium flux; stronger effect = higher value; triggered by carbachol at its EC20; B-score at 10 µM; 0.45% of 310,000 active;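 active means B-score, a plate-corrected calcium signal, over three deviations above library mean, with baseline fluorescence within five deviations of library mean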;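 further: RGS4 expression induced by doxycycline in cells with stable M3 receptor; B-score is computed from the integrated fluorescence ratio over baseline after carbachol; higher B-score means a larger calcium signal and so more RGS4 inhibition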
Target sequence (P49798 whole entry, looked up): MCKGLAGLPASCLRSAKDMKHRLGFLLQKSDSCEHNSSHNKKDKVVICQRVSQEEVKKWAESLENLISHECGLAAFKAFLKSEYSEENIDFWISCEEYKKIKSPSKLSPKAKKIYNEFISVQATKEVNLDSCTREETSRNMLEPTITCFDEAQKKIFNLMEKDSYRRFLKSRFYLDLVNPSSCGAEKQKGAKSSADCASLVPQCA
RGS4 pot – potentiators or activators of RGS4; 0.92% of 310,000 active; B-score at 10 µM; HEK293 M3R/inducible RGS4, carbachol calcium flux Fluo4; stronger effect = lower value;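 active means B-score of the integrated calcium signal more than 4 SD below the library mean, with starting fluorescence not abnormally high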;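 further: negative B-score means reduced calcium response which marks RGS4 activation or potentiation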
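Test system: HEK293 cells with stable M3R and inducible RGS4; also added: carbachol at ECmax as muscarinic agonist stimulus; schedule: dye loading 30 min 37 °C, buffer rest 30 min RT; technique: kinetic calcium fluorescence imaging with Fluo4-AM dye, 2 µM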
HDAC3 inh – inhibitors of human histone deacetylase 3; recombinant HDAC3, fluorogenic peptide/trypsin coupled, fluorescence; 0.15% of 320,000 active; inhibition, % at 8.3 µM; O15379; in the data active means inhibition above about 26%, passing the limit was not always enough; inconclusive means no clear call, values can overlap the other calls
Target sequence (O15379 whole entry, looked up): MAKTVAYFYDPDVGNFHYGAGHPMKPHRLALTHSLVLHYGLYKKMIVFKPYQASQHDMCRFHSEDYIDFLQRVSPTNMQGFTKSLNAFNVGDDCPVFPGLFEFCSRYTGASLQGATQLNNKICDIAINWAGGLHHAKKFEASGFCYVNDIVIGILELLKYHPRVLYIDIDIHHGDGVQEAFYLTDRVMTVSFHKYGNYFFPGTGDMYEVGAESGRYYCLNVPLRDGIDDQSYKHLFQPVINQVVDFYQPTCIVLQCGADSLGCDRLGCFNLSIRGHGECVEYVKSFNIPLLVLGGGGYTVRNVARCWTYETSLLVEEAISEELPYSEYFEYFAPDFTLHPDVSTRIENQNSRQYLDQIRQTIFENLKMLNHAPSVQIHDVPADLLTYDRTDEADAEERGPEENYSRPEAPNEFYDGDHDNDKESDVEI
hERG rescue – compounds protecting human hERG from proarrhythmic drug block. CHO-hERG, FluxOR thallium flux, dofetilide IC70 present. 0.51% of 310,000 active. Q12809. activation (rescue from dofetilide block), less the hit threshold, % at 10 µM;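 active means activation above the mean of controls blocked by dofetilide plus 5 SD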;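 further: thallium influx through hERG after potassium depolarization seen as dye fluorescence rise; in these data hits start at about 4.7%; inactives centre near -7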
KCNK9 block – inhibitors of human KCNK9 two-pore domain potassium channel | HEK293 KCNK9, FluxOR thallium flux fluorescence; stronger effect = lower value | B-score at 10 µM | 1.2% of 310,000 active | AID 488922;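 active means ratio B-score over 3 SD below the library mean, with starting fluorescence within 5 SD of its mean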;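 further: negative B-score means less thallium flux so channel inhibition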
Target sequence (Q9NPC2 whole entry, looked up, the tested form may be a part): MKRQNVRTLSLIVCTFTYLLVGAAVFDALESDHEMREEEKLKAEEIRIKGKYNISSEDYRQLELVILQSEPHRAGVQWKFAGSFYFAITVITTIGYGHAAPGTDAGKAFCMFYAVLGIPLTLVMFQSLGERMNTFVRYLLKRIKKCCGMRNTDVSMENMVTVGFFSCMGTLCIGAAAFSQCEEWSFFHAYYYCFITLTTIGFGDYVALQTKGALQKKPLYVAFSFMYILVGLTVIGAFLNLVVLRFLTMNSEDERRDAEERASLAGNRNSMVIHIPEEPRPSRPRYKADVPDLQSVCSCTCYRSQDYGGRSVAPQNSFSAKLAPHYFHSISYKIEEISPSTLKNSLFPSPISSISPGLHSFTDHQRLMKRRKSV
KCNK3 block – human KCNK3 channel inhibition, primary screen. B-score at 10 µM. 0.84% of 340,000 active. AID 602410. CHO-KCNK3 thallium flux, FluxOR fluorescence; stronger effect = lower value;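 active means B-score under library mean minus 4 SD, starting fluorescence ratio at most library mean plus 5 SD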;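 further: more negative B-score means stronger inhibition of thallium flux through KCNK3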
ANO1 activ – activators or potentiators of mouse TMEM16A chloride channel; HEK293 TMEM16A/YFP-H148Q/I152L, iodide quench fluorescence; stronger effect = lower value; B-score at 10 µM; 0.3% of 340,000 active; AID 623877;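 active means fluorescence-ratio B-score plate-corrected deviation score at least 3 library SD below zero, with starting fluorescence score within 5 deviations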;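 further: channel opened by trigger with iodide after compound preincubation; score built on the fluorescence ratio of max minus min over baseline; more negative score means more quench and so TMEM16A activation or potentiation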
SKKanGAS inh – blocks kanamycin growth of S. pyogenes SKKanGAS strain | BacTiter-Glo, 6 h | inhibition, % at 7.5 µM | 1.3% of 300,000 active | AID 1662;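 active means mean replicate score, as percent of positive control median, at least 50; inconclusive means mean below 50 but one replicate at or above 50; inactive means mean and every replicate below 50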;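 further: strain carries kanamycin resistance gene driven by streptokinase promoter and grows in 40 µg/ml kanamycin; loss of luminescence reflects streptokinase promoter inhibition or plain growth inhibition; 0% = median of DMSO wells and 100% = positive control at its reference dose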
Active calls of the source: *; i = inactive; u = inconclusive; x = not tested or not shown.

SMILES	ANO1 block	KCNQ1 block	KCNQ1 act	RGS4 block	RGS4 pot	HDAC3 inh	hERG rescue	KCNK9 block	KCNK3 block	ANO1 activ	SKKanGAS inh
CC(C)C(c1nnnn1Cc1ccc2c(c1)OCO2)N1CCN(c2ccccc2)CC1 (stereo not drawn)	i	i	i	i	i	0	-4	i	i	i	0
Cc1cccc(NC(=O)C2C(c3ccccc3)C2(Cl)Cl)c1 (stereo not drawn)	100*	i	i	i	i	5	-11	i	i	i	12
CNC(=O)C1CC(=O)N(Cc2ccc(OC)c(OC)c2)C(=Nc2ccc(OC)cc2)S1 (stereo not drawn)	i	i	i	i	i	3	-11	i	i	i	-5
CCN(C(=S)Nc1cc(S(=O)(=O)N2CCOCC2)ccc1Cl)c1cccc2ccccc12	i	i	i	i	i	-9	-7	i	i	i	2
N#C/C(=C/c1ccc(N2CCCCCC2)o1)c1ccc(Cl)cc1	i	7*	i	i	i	3	-31	-10*	i	i	33
COc1ccc(OC)c(NC(=O)N2CCc3ccccc3C2)c1	i	i	i	i	i	-12	-6	i	i	i	-3
NC(=O)NC(Cc1ccccc1)c1ccccc1 (stereo not drawn)	x	i	i	i	i	x	-10	i	i	i	1
CC(=O)N(C)c1ccc(OCC(O)Cn2c3ccc(Cl)cc3c3cc(Cl)ccc32)cc1 (stereo not drawn)	i	i	i	i	i	u	-12	i	i	i	65*
COc1ccc(OC)c(NC(=O)c2nnn(Cc3ccccc3C)c2N)c1	i	i	i	i	i	3	-9	i	i	i	-7
CCCc1c(C)c2ccc(OCC(C)=O)cc2oc1=O	i	i	i	i	i	-57	-8	i	i	i	1
Cc1cc(C)cc(N(CC(=O)NC2CCCCC2)C(=O)c2ccc(C)s2)c1	i	i	i	i	i	3	-5	i	i	i	5
Cc1cc(NC(=O)C(C)SCC(=O)Nc2ccccc2N2CCCC2)no1 (stereo not drawn)	i	i	i	i	i	2	-7	i	i	i	9
Cc1[nH]n(-c2ccccc2)c(=O)c1N=Nc1cccc(Cl)c1	i	i	i	i	i	-4	-3	i	i	i	-1
COC(=O)CCc1cccc(CCC(=O)OC)c1	25*	i	i	i	i	5	-7	i	i	i	1
Cc1ccccc1NS(=O)(=O)c1ccc(NS(=O)(=O)c2cccs2)cc1	i	i	i	i	i	4	-11	i	i	i	-2
Cc1nc(NC(=O)c2cc3ccccc3o2)ccc1Br	i	i	i	i	i	1	-9	i	i	i	-15
CCCCN(C(=O)CSCC(=O)Nc1ccc(OC)cc1)c1c(N)n(Cc2ccccc2)c(=O)[nH]c1=O	i	i	i	i	i	4	-11	i	i	i	3
COc1cccc(/C=N/n2c(C)nc3ccccc32)c1OC	i	i	i	i	i	4	-22	i	i	i	-7
CCN1C(=O)N(C(C)=O)C2C1N(C(C)=O)C(=O)N2C(C)=O (stereo not drawn)	i	i	i	i	i	-5	-5	i	i	i	-3
COc1ccccc1C(=O)Nc1onc(C)c1C#N	i	i	i	i	i	1	6.2*	i	i	i	-25
CN1CC(c2ccccc2)C(c2ccc(Cl)cc2)=N1 (stereo not drawn)	i	i	i	i	i	2	-9	i	i	i	7
CSc1nnc(-c2cccc(NC(=S)NN)c2)o1	i	i	i	i	i	-3	-8	i	i	i	-14
CCOC(=O)NCc1ccc(CNC(=O)OCC)cc1	i	i	i	i	i	3	0	i	i	i	-2
CC(C)(CO)NC(=S)NCc1ccco1	i	i	i	i	i	-1	-8	i	i	i	-4
COc1cccc(CC(=O)OC(C)C(=O)Nc2ccc(Cl)cn2)c1 (stereo not drawn)	i	i	i	i	i	23	-10	i	i	i	-8
Other entries follow.
SMILES	ANO1 block	KCNQ1 block	KCNQ1 act	RGS4 block	RGS4 pot	HDAC3 inh	hERG rescue	KCNK9 block	KCNK3 block	ANO1 activ	SKKanGAS inh
COc1cccc(-n2c(SCC(=O)Nc3ccc4c(c3)CCC4)nc3ccccc3c2=O)c1	i	i	i	i	i	1	-2	i	i	i	19
COC(CNC(=O)c1ccc2c(c1)ncn2-c1cccc(F)c1)OC	i	i	i	i	i	-3	-6	i	i	i	-1
CCOc1cc([N+](=O)[O-])cc(/C=N/NC(=O)c2c(-c3ccccc3)noc2C)c1O	i	i	i	i	i	17	-13	i	i	i	92*
CC(=O)c1ccc(N=Nc2c(C)[nH]n(-c3ccccc3)c2=O)cc1	i	6*	i	i	i	0	-8	i	i	i	3
O=c1[nH]c(/C=C\c2cccs2)nc(O)c1[N+](=O)[O-]	i	i	i	i	i	5	-7	i	i	i	-8
COc1ccc(C(=O)NC2CCN(C(=S)Nc3ccccc3)CC2)cc1	i	i	i	i	i	-13	-8	i	i	i	0
CCCCn1c(/N=C/c2cc(OC)ccc2O)nc2ccccc21	i	i	i	i	i	0	-5	i	i	i	-6
Cc1cccc2cc(C#N)c(SCC(=O)NCC3CCCO3)nc12 (stereo not drawn)	i	i	i	i	i	-4	1	i	i	i	5
c1ccc(Oc2ccc(-c3ccnc4ncnn34)cc2)cc1	i	i	i	i	i	-9	-1	i	i	i	-8
COc1ccc(CC(=O)Nc2ccc3nc(C)sc3c2)cc1OC	i	i	i	i	i	-4	-7	i	i	i	-8
N#C/C(=C\C1=C(N2CCOCC2)C(=C\c2ccc(Cl)cc2)/CC1)C(=O)Nc1ccccc1F	i	i	i	i	i	1	-3	i	i	i	9
CCOC(=O)c1c(CN2CCCCC2)oc2ccc(O)cc12	i	i	i	i	i	-4	-4	i	i	i	0
COc1ccc(-c2cc(C)no2)cc1S(=O)(=O)NCC1CCN(Cc2cc(C)ccc2C)CC1	i	i	i	i	i	-7	-12	i	i	i	5
CCCC(=O)Nc1c(-c2ccc(OC)cc2)c(=O)c2ccccc2n1C	i	i	i	i	i	-7	-5	i	i	i	2
O=C(CSc1nnc(-c2ccccc2O)n1-c1ccccc1)Nc1cccc(C(=O)O)c1	i	i	i	i	i	-4	-11	i	i	i	7
CCCC(C(=O)Nc1ccc(S(=O)(=O)N2CCCC2)cc1)c1ccccc1 (stereo not drawn)	i	i	i	i	i	12	-13	i	i	i	-6
CC(=O)Nc1ccc2c(c1)nc(CCNC(=O)c1ccccc1)n2C	i	i	i	i	i	-2	-7	i	i	i	-1
COc1ccc(C(=O)CSc2nnc(-c3cc(C)cc(C)c3)o2)cc1	i	i	i	i	i	-2	-1	i	i	i	-2
Cc1noc(C)c1COC(=O)CNC(=O)c1ccc(Cl)cc1	i	i	i	i	i	1	-10	i	i	i	6
CCn1nc(C)c(NC(=O)CCSc2nc(-c3ccco3)cc(C(F)(F)F)n2)c1C	i	i	i	i	i	1	-18	i	i	i	-4
O=C(c1cn2ccccc2n1)N1CCc2c([nH]c3ccccc23)C1c1ccccn1 (stereo not drawn)	i	i	i	i	i	7	-12	i	i	i	9
COc1ccccc1OCCNC(=O)c1cccc(S(=O)(=O)N2CCN(C)CC2)c1	i	i	i	i	i	2	-7	i	i	i	0
O=C(NCC(c1ccco1)N1CCCC1)c1cccc(NS(=O)(=O)c2ccccc2)c1 (stereo not drawn)	i	i	i	i	i	-2	-14	i	i	i	-6
Cc1nc(-c2nc(-c3c(C(=O)NNC(=O)c4ccc(Cl)cc4)noc3C)cs2)cs1	i	i	17*	i	i	2	3	i	i	i	27
NC1=NC(=O)/C(=C/c2ccccc2OS(=O)(=O)c2ccccc2)S1	i	i	i	i	i	2	-13	i	i	i	-13

Structures above shown as hits in KCNK9 block.
Structure,KCNQ1 block,RGS4 block,HDAC3 inh,KCNK9 block,KCNK3 block,ANO1 activ
N#C/C(=C/c1ccc(N2CCCCCC2)o1)c1ccc(Cl)cc1,7*,i,3,-10*,i,i

Given as labelled records: 2 of the compounds above
COc1ccc(C(=O)CSc2nnc(-c3cc(C)cc(C)c3)o2)cc1
  ANO1 block: i
  KCNQ1 block: i
  KCNQ1 act: i
  RGS4 block: i
  RGS4 pot: i
  HDAC3 inh: -2
  hERG rescue: -1
  KCNK9 block: i
  KCNK3 block: i
  ANO1 activ: i
  SKKanGAS inh: -2
Cc1noc(C)c1COC(=O)CNC(=O)c1ccc(Cl)cc1
  ANO1 block: i
  KCNQ1 block: i
  KCNQ1 act: i
  RGS4 block: i
  RGS4 pot: i
  HDAC3 inh: 1
  hERG rescue: -10
  KCNK9 block: i
  KCNK3 block: i
  ANO1 activ: i
  SKKanGAS inh: 6

Later entries
SMILES	ANO1 block	KCNQ1 block	KCNQ1 act	RGS4 block	RGS4 pot	HDAC3 inh	hERG rescue	KCNK9 block	KCNK3 block	ANO1 activ	SKKanGAS inh
CC(C)NC(=O)N1c2ccccc2Sc2ccccc21	i	i	i	i	i	-6	-6	i	i	i	1
CC(C)C(=O)Nc1ccc(N2CCN(c3ccc(F)cc3)CC2)cc1	i	i	i	i	i	0	-3	i	i	i	-1
O=C(COC(=O)c1ccccc1Nc1ccc(SC(F)F)cc1)NC1CC1	i	i	i	i	i	11	-12	i	i	i	41
COc1cccc2c(=O)cc(C)n(CC(=O)Nc3ccc(C)c(C)c3)c12	i	i	i	i	i	-6	-6	i	i	i	-6
CCOn1c(=O)c(-c2ccc(OC)c(OC)c2)[n+]([O-])c2ccccc21	i	i	i	i	i	1	-6	i	i	i	0
O=C1CC2(CC(c3ccc(Cl)cc3)=NO2)C(=O)N1c1ccccc1 (stereo not drawn)	i	i	i	i	i	-3	-14	i	i	i	-3
COc1ccc2[nH]c(C)cc(=O)c2c1	i	i	i	i	i	-17	-6	i	i	i	-5
CCC(=O)Nc1cccc(-c2cn3ccccc3n2)c1	i	i	i	i	i	-15	-5	i	i	i	4
O=C(O)c1cc(-c2ccc(N3CCOCC3)cc2)nn1-c1ccc(F)cc1F	i	i	i	i	i	-6	-5	i	i	i	8
COc1ccc(CCNS(=O)(=O)c2cccc(C)c2)cc1OC	i	i	i	i	i	-1	-3	i	i	i	-8
O=C(C(=O)N1CCc2ccccc2C1)N1CCc2ccccc2C1	i	i	i	i	i	1	-1	i	x	x	0
Cc1cc(N2CCC(C)CC2)nc2cccc(O)c12	i	i	i	i	i	2	-9	i	i	i	2
COc1ccc(CCNC(=O)CSc2nc(O)c(CC(C)C)c(=O)[nH]2)cc1OC	i	i	i	i	i	0	-3	i	i	i	3
CCOC(=O)c1c(NC(=O)C2CCCN(S(=O)(=O)c3ccccc3)C2)sc2c1CCCC2 (stereo not drawn)	i	i	i	i	i	2	-13	i	i	i	9

High-throughput results deposited in PubChem BioAssay by several laboratories.

Compounds were not picked by outcome; overall some 6.3% were active at least once.
